Assay outcomes deposited in PubChem BioAssay by Sanford-Burnham Center for Chemical Genomics.
HKDC1 inhibitor – blocks human hexokinase HKDC1 activity. Q2TB90. recombinant HKDC1, G6PDH/diaphorase resazurin coupled fluorescence. inhibition, % at 20 µM. actives 0.16% (n = 340,000). AID 493160;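 active = inhibition above about 35% when tested at 20 µM, limit read from the data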;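 note: plate controls were DMSO wells with enzyme for no effect and DMSO wells lacking enzyme for full effect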
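Test system: recombinant HKDC1 (HK5) hexokinase enzyme, produced in-house / Doses: 20 µM test compound, 1% DMSO / Timing: 90 min, room temperature / Detection: G6PDH/diaphorase-coupled fluorescence, 1 mM NADP, 100 µM resazurin, 525/613 nm / Control set: DMSO wells with and without enzyme mix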
ATG4B inhibitor – inhibitors of human ATG4B cysteine protease; Q9Y4P1; ATG4B cleavage of LC3-PLA2, NBD-HPC fluorescence, 1 h; inhibition, % at 8.33 µM; actives 0.51% (n = 340,000); in the data active = inhibition above about 40%
mIAP block – mouse IAP inhibition; purified mouse IAP, CDP-Star luminescence, 30 min; inhibition, % at 10 µM; actives 0.2% (n = 330,000); AID 2806;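 active = inhibition of at least 40% at 10 µM in the primary screen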;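 note: plate controls were DMSO with enzyme for no effect and no enzyme wells for full effect; values of inactives mirror those of a sister screen read the other way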
hIAP activ – human IAP activation; P09923; purified human IAP, CDP-Star luminescence, 30 min; hits give high values; 1 = vehicle-only enzyme, 0 = enzyme-free background; activation factor at 10 µM; actives 0.16% (n = 330,000);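 active = activation factor of the enzyme at least 2-fold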; note: the source names both 10 and 20 µM as test concentration; values of inactives mirror those of a sister screen read the other way
Target sequence (P09923 whole entry, looked up): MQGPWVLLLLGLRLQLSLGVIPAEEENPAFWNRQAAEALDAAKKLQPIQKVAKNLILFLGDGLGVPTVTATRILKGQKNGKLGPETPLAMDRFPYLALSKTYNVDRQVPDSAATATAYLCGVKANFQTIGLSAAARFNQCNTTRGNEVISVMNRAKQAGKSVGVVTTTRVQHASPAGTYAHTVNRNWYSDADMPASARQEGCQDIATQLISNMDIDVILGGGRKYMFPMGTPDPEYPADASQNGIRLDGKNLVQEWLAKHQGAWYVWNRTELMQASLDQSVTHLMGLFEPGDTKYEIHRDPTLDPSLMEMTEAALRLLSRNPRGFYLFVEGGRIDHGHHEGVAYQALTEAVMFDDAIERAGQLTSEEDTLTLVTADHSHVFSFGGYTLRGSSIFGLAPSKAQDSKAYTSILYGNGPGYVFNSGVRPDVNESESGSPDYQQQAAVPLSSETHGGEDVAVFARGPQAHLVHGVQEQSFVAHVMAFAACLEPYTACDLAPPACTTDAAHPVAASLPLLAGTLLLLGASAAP
A3A deaminase – blocks human APOBEC3A ssDNA deamination | P31941 | recombinant A3A, FAM/TAMRA ssDNA deamination fluorescence | inhibition, % at 20 µM | actives 0.41% (n = 330,000) | AID 493011;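 active = at least 40% inhibition at 20 µM here, with at most 30% in a related deaminase screen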;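 note: plate controls were A3A with DMSO for no effect and wells lacking A3A enzyme for full effect; some results filed as inactive read as strong as hits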
Target sequence (P31941 whole entry, looked up): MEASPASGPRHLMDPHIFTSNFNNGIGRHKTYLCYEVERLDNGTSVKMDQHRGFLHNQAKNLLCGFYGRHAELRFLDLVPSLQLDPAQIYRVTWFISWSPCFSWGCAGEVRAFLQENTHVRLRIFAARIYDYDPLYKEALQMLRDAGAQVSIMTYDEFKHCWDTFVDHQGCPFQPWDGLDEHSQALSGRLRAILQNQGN
hIAP inh – human IAP inhibition | P09923 | purified IAP, CDP-Star luminescence, 30 min | inhibition, % at 10 µM | actives 0.12% (n = 330,000);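 active = inhibition reaching a set limit with compound at 10 µM in the primary screen, cut at about 35% in these data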;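 note: plate controls were DMSO wells with enzyme for no effect and no-enzyme buffer wells for full effect; values of inactives mirror those of a sister screen read the other way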
PfGluPho inh – PfG6PD (Plasmodium falciparum) enzyme inhibition. PfGluPho enzyme, NADPH resazurin-diaphorase fluorescence. actives 0.78% (n = 350,000). inhibition, % at 20 µM;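 active = inhibition reaching at least a set limit at 20 µM in the primary screen, cut at about 59% in these data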;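 note: 0% = DMSO wells with substrate and 100% = DMSO wells lacking glucose-6-phosphate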
mIAP act – mouse IAP activation. activation factor at 10 µM. actives 0.24% (n = 330,000). muIAP, CDP-Star luminescence, 30 min; hits give high values; 1 = vehicle-only enzyme signal, 0 = enzyme-free wells;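 active = activation factor of at least 2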; note: the source names both 10 and 20 µM as test concentration; values of inactives mirror those of a sister screen read the other way
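Assay system: mouse IAP enzyme; Reagent: CDP-Star chemiluminescent phosphatase substrate; Compound: DMSO-dissolved test compounds; Incubation: 30 min, room temperature; Technique: luminescence from enzymatic CDP-Star hydrolysis; Controls: DMSO-only wells and no-enzyme negative control.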
Active calls of the source: *; · = not tested or not shown.

Each structure is followed by: HKDC1 inhibitor	ATG4B inhibitor	mIAP block	hIAP activ	A3A deaminase	hIAP inh	PfGluPho inh	mIAP act
- CC(Oc1cc(-c2ccccc2)cc2ccccc12)C(=O)N1CCOCC1 (stereo not given)
→ 7.7	-2.4	-0.1	1.06	-3.9	-6.0	21.2	1
- CCCCCN(C(=O)CCC(=O)OCC(=O)Nc1cccc(CC)c1)c1c(N)n(CCCC)c(=O)[nH]c1=O
→ 1.2	-4.4	-4.1	1.08	0.3	-8.3	-10.8	1.04
- CCC(C)n1c(SCC(=O)NC(=O)Nc2ccc3c(c2)OCCO3)nc2ccccc2c1=O (stereo not given)
→ 1.3	-5.8	-0.2	0.945	1.1	5.5	12.3	1
- COC(=O)CN1C(=O)[C@H]2[C@@H](c3ccc(C)o3)N3C(=O)CN(CC4CC4)C(=O)[C@@]3(Cc3ccccc3)[C@H]2C1=O
→ 1.2	4.9	0.9	0.844	0.5	15.6	-3.0	0.991
- CC1(C)C2CCC1(CS(=O)(=O)NCCc1c[nH]c3ccccc13)C(=O)C2 (stereo not given)
→ -3.8	-8.1	-6.7	1	-0.5	-0.2	2.1	1.07
- Cc1cc(C)c(C)c(OCCCCN2CCCCC2)c1
→ 0.2	0.3	-2.1	1.33	-3.2	-33.5	1.4	1.02
- O=C(Cn1ccc2cc(S(=O)(=O)N3CCCCC3)ccc21)NCc1ccccc1F
→ -4.7	-5.8	-24.7	1.21	-4.5	-20.7	-4.1	1.25
- O=C(NCC(=O)N1CCN(Cc2ccc3c(c2)OCO3)CC1)c1ccccc1F
→ -6.1	-0.3	-0.8	1.04	-2.9	-3.8	4.3	1.01
- COc1ccc2cc(C(=O)C3CCCN(C(=O)C4=NN(C)C(=O)CC4)C3)ccc2c1 (stereo not given)
→ 2.5	-2.7	-2.4	0.869	-4.2	13.1	10.1	1.02
- CCOC(=O)c1ccc2c(c1)NCc1cccc(OC)c1O2
→ -3.3	-1.8	-2.2	0.906	-5.3	9.4	6.0	1.02
- Cc1ccc(C)c(N2CCN(C(=O)C34CC5CC(C3)CC(n3nnc(C)n3)(C5)C4)CC2)c1
→ 0.8	-3.7	-4.4	1.1	0.7	-10.2	19.8	1.04
- COC(=O)C(CO)Nc1ncnc2onc(-c3ccc(F)cc3)c12 (stereo not given)
→ -3.6	3.2	1.0	1.08	-3.2	-8.1	-3.4	0.99
- O=C(COC(=O)c1ccc(S(=O)(=O)N2CCOCC2)cc1)NCc1cccs1
→ -7.7	-10.1	-6.3	0.854	-1.4	14.6	-3.3	1.06
- Cc1cc(C)c(NC(=O)CNC(=O)Cc2sc(C)nc2-c2ccc(F)cc2)c(C)c1
→ 2.6	7.4	-9.9	1.1	2.4	-10.5	-4.9	1.1
- COc1ccc(S(=O)(=O)N2CCCCC2)cc1NC(=O)c1ccccc1
→ -0.6	-9.1	-3.9	0.991	0.5	0.9	-5.9	1.04
- CCOc1ccc2c(C)c(C(=O)O)oc2c1OCC
→ 3.5	-6.3	-7.4	0.845	-4.2	15.5	-7.0	1.07
- COCCNC(=O)CNS(=O)(=O)c1ccc2nc(C)sc2c1
→ -2.8	-4.3	3.6	0.991	-2.4	1.0	0.1	0.964
- COCCCNC(=O)c1ccc(CNS(=O)(=O)c2ccc(NC(C)=O)cc2)cc1
→ 2.0	-10.0	0.0	0.913	0.7	8.7	9.4	1
- NNc1nc(-c2ccccc2)cc(-c2ccccc2O)n1
→ -11.0	-8.2	15.5	0.752	1.3	24.8	-30.3	0.845
- COc1ccc(C(=O)OCC(N)=O)cc1[N+](=O)[O-]
→ -16.2	4.5	-7.3	0.88	2.2	12.0	-11.5	1.07
- Cn1cc([N+](=O)[O-])c(C(=O)N/N=C/c2cc3c(cc2Br)OCO3)n1
→ 3.2	-5.2	0.5	0.897	0.0	10.3	22.1	0.995
- CCOc1ccc(NC(=O)CSc2nnc(CCNC(=O)c3ccc(OC)cc3)n2C)cc1
→ -9.0	0.3	2.3	1.03	-2.6	-3.0	-5.4	0.977
- O=C(NC1CCCCC1)C(c1ccccc1F)N(Cc1ccco1)C(=O)Cn1nnc2ccccc21 (stereo not given)
→ 1.5	-7.9	-3.9	0.966	-1.1	3.4	-6.8	1.04
- Fc1ccc(C2CC(c3cccs3)=NN2c2ccccc2)cc1 (stereo not given)
→ 5.7	3.5	-129.9	1.44	-0.3	-44.1	7.9	2.3*
- N#CC(=NCc1cccnc1)C1=C(O)c2ccccc2C1=O
→ 2.7	-4.2	-1.1	1.14	-2.7	-13.6	1.2	1.01
- CCC(C)Sc1ccc(-c2nc3cc(C)ccn3c2NC2CCCCC2)cc1 (stereo not given)
→ 2.6	16.6	10.9	1.04	-0.5	-3.8	30.5	0.891
- NS(=O)(=O)c1ccc(N/N=C/c2ccc3c(c2)OCO3)c([N+](=O)[O-])c1
→ -3.3	-4.8	37.6	0.877	3.5	12.3	-4.4	0.624
- CC(=O)c1ccc(S(=O)(=O)NCC(=O)N2CCN(C/C=C/c3ccccc3)CC2)cc1
→ -4.0	-10.9	0.2	0.98	-1.2	2.0	2.8	0.998
- CCOc1ccc2[nH]c3c(NCCOC)ncnc3c2c1
→ 0.6	-13.2	-7.1	1.12	-1.2	-11.9	6.8	1.07
- C#CC1(NC(=O)NS(=O)(=O)c2ccc(C)cc2)CCCCC1
→ 7.4	-4.3	-0.9	1.06	-1.2	-5.7	1.2	1.01

Each structure is followed by: HKDC1 inhibitor	ATG4B inhibitor	mIAP block	hIAP activ	A3A deaminase	hIAP inh	PfGluPho inh	mIAP act
- CCOc1cc(S(=O)(=O)n2nc(C)cc2C)ccc1Br
→ -3.5	1.0	-2.3	0.984	-1.0	1.6	-17.6	1.02
- Cc1nn(C)cc1C(=O)Nc1ccccc1Br
→ -6.3	5.1	-4.3	1.13	15.5	-12.6	-16.2	1.04
- Cc1ccccc1-n1c(SCc2csc(Nc3ccccc3)n2)nnc1-c1cccnc1
→ -9.6	4.7	2.9	1.04	-0.2	-3.6	12.7	0.971
- Cc1cccc(CSc2nnc(Cn3c(=O)sc4ccccc43)n2C)c1
→ 0.4	-2.9	-13.9	1.14	-5.6	-14.2	-7.2	1.14
- CC(C)C(CC(=O)NCc1ccco1)c1ccco1 (stereo not given)
→ 2.1	-6.9	6.1	1.15	7.2	-15.0	-3.0	0.939
- O=C(NC(=O)c1ccc(F)cc1)Nc1nc(-c2cccs2)cc(C(F)(F)F)n1
→ -5.4	-12.5	-7.8	0.963	3.9	3.7	-0.5	1.08
- COc1cc(/C=C(/C#N)c2nc3ccccc3c(=O)[nH]2)ccc1O
→ 9.1	1.5	29.4	0.897	-1.7	10.3	0.5	0.706
- Cc1ccccc1Cn1c(=O)c2c(nc3n2CCCN3Cc2ccccc2)n(C)c1=O
→ 5.3	-2.9	-0.5	1.39	1.6	-38.7	-18.8	1
- COc1ccc(/C(O)=C2/C(=O)C(=O)N(CCN(C)C)C2c2ccc(C)cc2)cc1Cl (stereo not given)
→ -2.8	-2.0	-1.4	0.947	-1.6	5.3	-15.9	1.01
- CCCCCCN(C(=O)CCCCCN1C(=O)NC(c2ccc(-c3ccccc3)cc2)C(C(=O)OCc2ccccc2)=C1C)C(C(=O)NCCCC)c1ccccn1 (stereo not given)
→ ·	·	-7.0	1.01	-2.3	-1.0	·	1.07
- COc1ccc(NC(=O)c2nc[nH]c2C(=O)N2CCN(c3ccccc3)CC2)cc1
→ -4.0	-1.7	2.0	1.25	-4.5	-25.3	5.0	0.98
- Cc1ccc(C)c(OCCC(=O)OCC(=O)N2c3ccccc3NC(=O)C2(C)C)c1
→ 1.1	-3.6	-3.6	0.985	51.9*	1.5	13.2	1.04
- C=CCOc1ccc2c(c1)c(=O)cc(C(=O)O)n2CC
→ -3.4	-9.8	-1.1	1.04	-3.4	-3.7	7.8	1.01
- O=C(NCc1ccco1)Nc1ccccc1Cl
→ -1.3	6.1	0.0	0.954	2.3	4.6	-17.1	1
- COc1ccc(N(C(=O)c2snc(C(N)=O)c2N)C(C(=O)NC2CCCC2)c2cc(OC)ccc2OC)c(OC)c1 (stereo not given)
→ -4.6	-2.8	-1.5	0.898	-0.7	10.2	8.3	1.01
- Cc1cc(OC(C)C(=O)N(Cc2cccs2)C2CCS(=O)(=O)C2)ccc1Cl (stereo not given)
→ 1.1	-12.1	0.0	0.981	-2.6	1.9	-2.2	1

Pulled by compound from the list above, six records:
Each structure is followed by: HKDC1 inhibitor	ATG4B inhibitor	mIAP block	hIAP activ	A3A deaminase	hIAP inh	PfGluPho inh	mIAP act
- O=C(NC(=O)c1ccc(F)cc1)Nc1nc(-c2cccs2)cc(C(F)(F)F)n1
→ -5.4	-12.5	-7.8	0.963	3.9	3.7	-0.5	1.08
- CCCCCCN(C(=O)CCCCCN1C(=O)NC(c2ccc(-c3ccccc3)cc2)C(C(=O)OCc2ccccc2)=C1C)C(C(=O)NCCCC)c1ccccn1 (stereo not given)
→ ·	·	-7.0	1.01	-2.3	-1.0	·	1.07
- CCOc1cc(S(=O)(=O)n2nc(C)cc2C)ccc1Br
→ -3.5	1.0	-2.3	0.984	-1.0	1.6	-17.6	1.02
- Cc1nn(C)cc1C(=O)Nc1ccccc1Br
→ -6.3	5.1	-4.3	1.13	15.5	-12.6	-16.2	1.04
- COc1ccc(NC(=O)c2nc[nH]c2C(=O)N2CCN(c3ccccc3)CC2)cc1
→ -4.0	-1.7	2.0	1.25	-4.5	-25.3	5.0	0.98
- Cc1ccccc1-n1c(SCc2csc(Nc3ccccc3)n2)nnc1-c1cccnc1
→ -9.6	4.7	2.9	1.04	-0.2	-3.6	12.7	0.971

An excerpt of these results, bar-delimited:
mol | HKDC1 inhibitor | ATG4B inhibitor | mIAP block | hIAP activ | A3A deaminase | hIAP inh | PfGluPho inh | mIAP act
CC(C)C(CC(=O)NCc1ccco1)c1ccco1 (stereo not given) | 2.1 | -6.9 | 6.1 | 1.15 | 7.2 | -15.0 | -3.0 | 0.939
C=CCOc1ccc2c(c1)c(=O)cc(C(=O)O)n2CC | -3.4 | -9.8 | -1.1 | 1.04 | -3.4 | -3.7 | 7.8 | 1.01
Cc1ccccc1Cn1c(=O)c2c(nc3n2CCCN3Cc2ccccc2)n(C)c1=O | 5.3 | -2.9 | -0.5 | 1.39 | 1.6 | -38.7 | -18.8 | 1
Cc1ccc(C)c(OCCC(=O)OCC(=O)N2c3ccccc3NC(=O)C2(C)C)c1 | 1.1 | -3.6 | -3.6 | 0.985 | 51.9* | 1.5 | 13.2 | 1.04
Cc1cccc(CSc2nnc(Cn3c(=O)sc4ccccc43)n2C)c1 | 0.4 | -2.9 | -13.9 | 1.14 | -5.6 | -14.2 | -7.2 | 1.14
